Assay outcomes (PubChem)
TNF death inh: inhibitors of TNF-alpha triggered necroptosis, primary screen, cell-based, Jurkat FADD-/-, single concentration; Jurkat FADD-/- TNF necroptosis rescue, ATP luminescence, 24 h; 0 = TNF only, 100 = no-TNF cells; 0.068% of 220,000 active; activation (protection from cell death), % at 10 µM;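 active = activation, meaning protection from cell death, of at least 50% relative to plate controls; inactive = activation below 50%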;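 also: necroptosis triggered by 40 ng/mL TNF-alpha added together with compound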
KCC2 mod: KCC2 cotransporter modulators, thallium flux, primary screen, cell-based, HEK293 KCC2, FluoZin-2 fluorescence, MLSMR; 2.2% of 190,000 active; KCC2 cells, thallium flux FluoZin-2 fluorescence; AID 1456, 2008; B-score of Tl+ flux slope (higher = more flux/activation; lower = inhibition) at 10 µM; Solute carrier family 12 member 5 (Homo sapiens), Q9H2X9;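 active = thallium flux slope and its plate-corrected score both differing from the plate sample mean at a set confidence after two filtering rounds, in either direction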;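 also: slope of fluorescence scaled to starting intensity during 10 to 20 s after thallium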
Rad51 HR inh: human RAD51 strand exchange inhibitors, primary screen, biochemical, fluorescence; DNA repair protein RAD51 homolog 1 (Homo sapiens), Q06609; hRad51 DNA strand exchange, fluorescence dequenching; inhibition, % at 10 µM; 0.085% of 200,000 active;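 active = inhibition above 40% at the single screening dose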;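 also: 0% = DMSO control wells and 100% = blanks with heterologous ssDNA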
Target sequence (Q06609 whole entry, looked up): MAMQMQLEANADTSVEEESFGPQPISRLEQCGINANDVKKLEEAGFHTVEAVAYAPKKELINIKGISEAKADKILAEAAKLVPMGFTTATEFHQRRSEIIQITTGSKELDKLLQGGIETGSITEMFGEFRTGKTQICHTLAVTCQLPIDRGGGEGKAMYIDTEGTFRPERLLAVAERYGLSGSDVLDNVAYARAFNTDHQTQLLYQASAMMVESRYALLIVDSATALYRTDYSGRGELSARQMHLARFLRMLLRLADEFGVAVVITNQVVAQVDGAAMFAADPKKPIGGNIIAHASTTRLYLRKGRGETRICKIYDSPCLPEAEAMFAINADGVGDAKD
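Assay system: Human Rad51 nucleoprotein filaments preassembled on unlabelled ssDNA | Reagent: Donor/quencher-labelled 47-bp dsDNA substrate | Doses: One concentration, 10 µM final | Times: 37 °C 15-min filament assembly, 30-min compound preincubation, 15-min exchange | Technique: Fluorescein emission 520 nm, excitation 485 nm | Benchmarks: Plate control and blank wells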
hK5 inh: human KLK5 protease inhibitors, primary screen, biochemical, 1536-well | recombinant hK5, fluorogenic AMC substrate cleavage | inhibition, % at 5 µM | 0.59% of 210,000 active | AID 873, 2007;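 active = inhibition of 40% or more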;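 also: 0% = enzyme controls without compound and 100% = no-enzyme blanks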
Target sequence (Q9Y337 67-293 limits assumed): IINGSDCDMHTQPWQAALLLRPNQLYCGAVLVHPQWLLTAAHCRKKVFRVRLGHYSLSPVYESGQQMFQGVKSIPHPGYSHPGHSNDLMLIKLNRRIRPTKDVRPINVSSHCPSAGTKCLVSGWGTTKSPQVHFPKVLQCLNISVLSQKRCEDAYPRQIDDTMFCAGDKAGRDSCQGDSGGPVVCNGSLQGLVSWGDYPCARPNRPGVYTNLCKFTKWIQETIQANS
L929 necroptosis: inhibitors of zVAD-triggered necroptosis, primary screen, L929 cells; 0.38% of 220,000 active; viability rescue, % at 10 µM; AID 1377, 2008; L929 zVAD necroptosis rescue, ATP luminescence, 24 h; with zVAD 60 µM;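 active = activation, scaled between plate controls, above about 75%, limit read from the data; inactive = activation under that limit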;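 also: 0% = zVAD with DMSO and 100% = DMSO alone without zVAD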
Hck-Nef inh: inhibitors of Nef-activated human Hck kinase, primary screen, biochemical, Z-Lyte FRET, 384-well, Hck-YEEI. 0.68% of 220,000 active. inhibition, % at 20 µM. Recombinant Hck-YEEI plus Nef, Z-Lyte FRET kinase assay;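 active = Hck-Nef kinase inhibition above about 50%, limit read from the data; inactive = inhibition below that limit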;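 also: 0% = DMSO with Hck plus Nef and 100% = Hck alone without Nef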
Target sequence (P08631 whole entry, looked up): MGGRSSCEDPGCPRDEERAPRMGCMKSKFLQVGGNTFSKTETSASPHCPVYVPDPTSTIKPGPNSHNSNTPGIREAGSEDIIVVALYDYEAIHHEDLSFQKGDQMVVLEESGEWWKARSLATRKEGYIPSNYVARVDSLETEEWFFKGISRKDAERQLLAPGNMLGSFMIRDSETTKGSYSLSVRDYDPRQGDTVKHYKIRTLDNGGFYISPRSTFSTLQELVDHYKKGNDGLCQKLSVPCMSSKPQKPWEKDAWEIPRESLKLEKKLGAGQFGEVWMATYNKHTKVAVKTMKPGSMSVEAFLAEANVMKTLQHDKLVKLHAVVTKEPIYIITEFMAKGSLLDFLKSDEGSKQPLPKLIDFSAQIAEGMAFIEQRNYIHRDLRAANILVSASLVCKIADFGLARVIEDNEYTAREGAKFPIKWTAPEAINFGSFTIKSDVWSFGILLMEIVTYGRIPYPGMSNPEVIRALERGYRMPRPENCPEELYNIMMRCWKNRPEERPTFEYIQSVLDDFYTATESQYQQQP
thrombin 1536: human alpha-thrombin inhibitors, primary screen, counter-screen for coagulation protease inhibitor project, biochemical, 1536-well, fluorogenic AMC substrate; Boc-VPR-AMC fluorogenic substrate cleavage; 0.26% of 220,000 active; inhibition, % at 5 µM; Prothrombin (Homo sapiens), P00734;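 active = inhibition at or above 40%; inactive = inhibition below 40%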;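 also: 0% = enzyme with no compound and 100% = wells without enzyme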
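System – human alpha-thrombin · Medium – pH 7.5 Tris (50 mM) with NaCl 150 mM, Tween 20 0.05% · Compound – single-point dosing at 5 µM, 0.2% DMSO · Incubation – enzyme reaction carried out at room temperature · Technique – fluorescence of released AMC, ex 355 nm, em 460 nm · Read-out basis – % inhibition of thrombin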
FXIIa inh 1536: human FXIIa protease inhibitors, primary screen, biochemical, 1536-well; Coagulation factor XII (Homo sapiens), P00748; purified FXIIa, Boc-QGR-AMC fluorogenic substrate, 2 h; inhibition, % at 5 µM; 0.3% of 220,000 active; in the data active = inhibition above about 40%;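 also: 0% = enzyme with no compound and 100% = blank without enzyme; many of its hits are not listed in these tables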
FXIa inh: human FXIa protease inhibitors, primary screen, biochemical, 1536-well | Coagulation factor XI (Homo sapiens), P03951 | purified FXIa, Boc-Glu-Ala-Arg-AMC fluorogenic substrate | inhibition, % at 5 µM | 0.14% of 220,000 active;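 active = inhibition of at least 40%; inactive = inhibition below 40%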;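 also: fluorescence of freed AMC excited at 355 nm; 0% = enzyme without compound and 100% = no enzyme blank; many of its hits are not listed in these tables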
Numbers without * were called inactive; nt = not tested or not shown. A portion of the library; count on the stated rates, not on these rows.

SMILES	TNF death inh	KCC2 mod	Rad51 HR inh	hK5 inh	L929 necroptosis	Hck-Nef inh	thrombin 1536	FXIIa inh 1536	FXIa inh
O=C(Cc1cccs1)N1CCN(S(=O)(=O)c2ccc(Br)cc2)CC1	0.6	-1.7	nt	-3	nt	-11	-2	-3	-15
CCC1CCCCN1c1ccc([N+](=O)[O-])cc1/C=N/NC(=O)Cn1c2ccccc2c(=O)c2ccccc21 (stereo not drawn)	-0.7	-0.35	-13	-7	-0.6	1	1	-2	-5
COC(=O)c1ccc(N2CCOCC2)c(F)c1	-0.1	0.52	nt	-10	0.4	1	0	18	1
N#Cc1cccc(NC(=O)COc2ccc(-n3ccnc3)cc2)c1	-2.2	nt	-1	-9	77*	1	1	9	0
O=C(Nc1ccc2c(c1)OCO2)Nc1ccc2c(c1)OCO2	-3.1	-0.041	-3	-2	0.0	18	-3	10	-3
CCN(CC)S(=O)(=O)c1ccc2c3c(cccc13)C(=O)N2	-1.9	0.13	0	-5	1.6	1	0	8	6
O=C(c1ccc(Cl)c(Cl)c1)N1CCC(O)(CN2CCOCC2)CC1	1.6	0.4	2	-9	0.5	-5	1	-1	-5
CN(c1cccc(NS(=O)(=O)c2cccs2)c1)S(C)(=O)=O	-0.1	-0.42	-2	-12	-0.3	-5	-4	-6	1
O=C(NCc1ccc2c(c1)OCO2)C1CC(=O)N(C2CCCC2)C1 (stereo not drawn)	-2.6	nt	1	-22	-0.3	3	-4	10	2
O=C(NNC(=S)Nc1cccc(Cl)c1)c1ccccc1OC(F)F	-5.8	6.4*	10	-99	-0.1	1	-9	5	5
COCCNC(=O)c1ccc(NC(C)=O)cc1	-0.5	nt	-1	-9	0.4	1	-2	9	6
Cc1nn(Cc2ccccc2)c(C)c1NC(=O)c1cccs1	1.0	-0.19	16	-6	nt	1	-5	-8	-13
Cc1cc(C)cc(-n2nnc(C(=O)NCc3ccc4c(c3)OCO4)c2N)c1	-0.9	-0.64	-11	4	0.2	1	0	3	2
Cc1cc(NC(=O)CC23CC4CC(C2)CC(CC(=O)Nc2cc(C)on2)(C4)C3)no1	1.8	0.13	-4	0	0.1	4	-9	2	8
COC(=O)c1cc(CNC(=O)c2ccccc2Cl)ccc1OC	1.6	0.85	3	-11	0.1	1	-2	3	4
CC(=O)Nc1ccc(C(=O)CSc2nc3ccccc3n2CC(=O)N2CCCC2)cc1	-1.9	-0.029	0	-6	-0.4	-4	-1	13	7
O=C(Nc1ccccc1C(=O)N1CCCCCC1)c1ccccc1Cl	-0.9	0.51	3	-12	-0.1	-7	5	3	-3
CC(C)c1csc(CN2CCN(Cc3ccc(F)cc3)C(CCO)C2)n1 (stereo not drawn)	1.2	nt	-2	-4	1.5	17	-10	2	-4
O=C(NC1CCN(C(=O)NC2CCCCC2)CC1)c1ccco1	-3.7	-0.037	4	-7	-0.2	2	-2	13	-2
CCOc1ccc(-c2nnc(N)o2)cc1	-3.6	0.57	-3	1	0.2	2	-6	5	-5

Some of the entries so far, with two lines to a compound.
Under each structure – TNF death inh	KCC2 mod	Rad51 HR inh	hK5 inh	L929 necroptosis	Hck-Nef inh	thrombin 1536	FXIIa inh 1536	FXIa inh
Cc1cc(NC(=O)CC23CC4CC(C2)CC(CC(=O)Nc2cc(C)on2)(C4)C3)no1
→ 1.8	0.13	-4	0	0.1	4	-9	2	8
O=C(Nc1ccccc1C(=O)N1CCCCCC1)c1ccccc1Cl
→ -0.9	0.51	3	-12	-0.1	-7	5	3	-3

New compounds follow:
SMILES	TNF death inh	KCC2 mod	Rad51 HR inh	hK5 inh	L929 necroptosis	Hck-Nef inh	thrombin 1536	FXIIa inh 1536	FXIa inh
CCCN(Cc1ccccc1)S(=O)(=O)c1ccc(N2C(=O)CCC2=O)cc1	-0.3	0.82	-4	-9	-0.2	3	-1	-18	-15
CN(C)S(=O)(=O)c1cccc(NC(=O)c2ccc(OC(F)(F)F)cc2)c1	0.7	-1.2	-3	-18	0.4	2	-6	7	4
COc1ccc(CN(C(=O)c2cccs2)c2ccccc2)cc1	-0.9	-2.3	3	4	4.0	18	1	9	1
Nc1ccc2c(c1)C(=O)C(=O)c1ccccc1-2	-26	0.56	-9	-23	-1.3	2	-5	18	17
CCC(=O)Nc1c(C#N)c2nc3ccccc3nc2n1-c1ccccc1C	-1.2	0.022	-2	-1	49	29	-8	-12	-9
Cc1cc(/C=C(/C#N)C(=O)Nc2ccc(Cl)cc2)c(C)n1-c1cccnc1	2.2	0.72	-4	-20	0.8	1	-3	5	0
COc1cccc(NC(=O)COC(=O)Cc2ccccc2[N+](=O)[O-])c1	1.9	-0.34	-1	-11	0.6	10	-22	-4	-13
CCCCCCCCS(=O)C1CS(=O)(=O)CC1O (stereo not drawn)	-0.7	0.83	nt	-2	-0.2	16	-4	6	1
CNC(=S)Nc1sc2c(c1C(=O)OC)CCC2	-0.4	52*	nt	21	0.5	-5	1	10	2
Cc1ccc(C(=O)CC2SC(N)=NC2=O)cc1 (stereo not drawn)	-1.0	nt	0	-10	0.8	0	-3	-2	-7
O=C(Nc1ccccc1)c1cnc2ccccc2n1	-1.1	-0.65	28	-4	0.4	0	1	10	7
Cc1ccc2cc3c(NC(=O)C(C)C)nn(C)c3nc2c1	-0.4	0.0033	-14	1	36	8	-3	4	-4
CCn1nc(C)c(CN2CCN(Cc3cccc(OC)c3)C(CCO)C2)c1C (stereo not drawn)	1.0	0.82	28	-1	0.1	16	2	3	-4
O=S1(=O)C=C(SCc2ccccc2)Nc2ccccc21	-3.8	-1.8	3	4	-0.1	0	4	18	8
C[N+](C)(C)CCCCCCC(=O)/C=N/O	1.5	0.44	6	0	1.1	2	-6	8	2
CN(C(=O)C1CCCO1)c1nnc(-c2cnccn2)s1 (stereo not drawn)	-0.2	0.025	2	-14	-0.2	0	2	-2	3
O=C1COc2ccc(-c3csc(NCCc4ccccc4)n3)cc2N1	5.3	0.0016	3	-2	8.4	128*	-3	1	-5
COC(=O)C1=C(C)N(C)C(=S)NC1c1ccc(Cl)cc1 (stereo not drawn)	2.1	0.36	-7	-21	0.0	3	-3	13	3
Cc1nc2c(-c3ccccc3)c(C)[nH]n2c(=O)c1Cl	0.4	nt	nt	-1	0.8	-1	-3	7	1
Cc1cc(NC(=O)CSc2nnc(CNc3ccc(F)cc3)n2C2CCCCC2)no1	0.1	-0.33	4	-7	-0.3	2	-2	-1	-2
CN(C)c1ccc(N2CC(C)(C)C2=O)cc1	1.0	nt	-3	-4	0.1	21	-17	3	-3
COc1cccc(-c2csc(N3CCN(C(=S)Nc4cccc(Cl)c4)CC3)n2)c1	-6.3	0.18	-5	8	-0.2	-2	5	19	9
Cc1ccccc1CN1C(=O)c2ccccc2Sc2ccc(C(=O)O)cc21	0.1	-2.3	1	-10	3.2	30	-5	15	2
Cc1ccccc1Nc1nc(N)nc(COC(=O)c2cccn2C)n1	-3.7	-0.02	5	-18	-0.4	1	-2	5	5
Cc1ccc(S(=O)(=O)N2CCN(c3ccccc3)CC2)cc1C(N)=O	0.0	0.072	19	-5	0.9	1	2	5	-3
NC(=NC(=O)c1ccccc1)N1N=CCC1c1ccccc1 (stereo not drawn)	-1.1	0.68	13	-26	0.6	6	-1	-7	-7
COc1ccc(CNC(=O)C2CC(=O)N(c3ccc(OCC(=O)N4C(C)CCCC4C)cc3)C2)cc1 (stereo not drawn)	0.9	nt	7	3	0.3	4	7	22	17
COc1ccc(C(=O)C2CCCN(Cc3cn[nH]c3-c3ccc(F)cc3)C2)cc1OC (stereo not drawn)	2.2	0.57	-1	5	-0.6	21	-8	10	0
COc1ccc(-n2nc(C(=O)NCC(=O)NCC3COc4ccccc4O3)c3ccccc3c2=O)cc1OC (stereo not drawn)	0.1	-0.48	11	-3	1.1	-21	-8	4	-3
Fc1ccc(C2=CSC3=NCCN23)cc1	-0.8	nt	2	3	-0.6	18	-4	6	-2
O=C(Oc1ccc(-c2cnc3ccccc3n2)cc1)c1cccc([N+](=O)[O-])c1	-3.7	nt	-4	-18	94*	5	-4	7	1
CCOC(=O)c1c(NC(=O)CSc2nnc(C)c(=O)[nH]2)sc(C)c1C	0.9	-2.2	4	0	2.2	23	-1	6	-2
CC1CCCCN1C(=O)COc1ccc(F)cc1 (stereo not drawn)	0.7	-0.015	27	-7	-0.1	35	2	3	-3
C=CCN(c1ccc(C(=O)Nc2ccc(C)cc2)cc1)S(C)(=O)=O	3.2	-1.2	21	nt	10	-5	2	7	2
Cc1nnc(SCC(=O)Nc2ncc(Cl)cc2Cl)n1Cc1ccccc1	-0.4	0.57	-5	-2	0.3	0	4	15	-2
CC(=O)c1c(C)[nH]c(C(=O)N2CCCCCC2)c1C	0.3	nt	1	-10	-0.3	-2	-3	11	6
Cc1cc(Cl)ccc1OC(C)C(=O)Nc1ccc([N+](=O)[O-])cn1 (stereo not drawn)	4.1	-0.27	-3	-21	0.9	1	-5	1	-5
COC(=O)Nc1nc(C)c(C(=O)c2ccccc2)s1	-13	0.41	5	-9	-0.6	0	1	12	4
COc1ccc(/C=C/C2=CC(C)(C)NC(=S)N2)c(OC)c1	1.9	-0.5	0	-2	-1.1	18	-8	-1	-5
Cc1ccc(-n2nnnc2C(=Cc2ccc(N(C)C)cc2)c2nnnn2-c2ccc(C)cc2)cc1	-3.2	-1.3	nt	-11	-0.5	0	4	15	7
CCOC(=O)c1c(NC(=O)C2C3C=CC(C3)C2C(=O)O)sc2c1CCC(CC)C2 (stereo not drawn)	1.2	-5.8*	3	0	-0.3	0	-8	4	3
O=C(CNC(=S)N(Cc1ccccc1)Cc1cccnc1)NCCN1CCOCC1	2.1	0.51	2	-5	0.2	13	-9	2	-1
CCOC(=O)c1ccc(N=c2sc(C(=O)OC)cc(=O)n2Cc2ccc3c(c2)OCO3)cc1	-5.3	nt	7	6	0.2	2	-1	11	1
CCOC(=O)CC(N)c1cccc([N+](=O)[O-])c1 (stereo not drawn)	1.3	0.66	nt	nt	0.4	-2	-1	2	-6
O=C(Nc1ccc(C(=O)N2CCCC2)cc1)c1ccccc1[N+](=O)[O-]	-0.3	0.92	-6	-21	0.8	2	1	-7	4
CCCC(=O)NC(C)C(c1cccs1)N1CCN(c2ccccc2)CC1 (stereo not drawn)	-0.9	0.23	-4	-8	0.5	7	-2	6	-5
COc1ccc(-c2cc(C(F)(F)F)nc(S(=O)(=O)CCCC(=O)Nc3cccc(O)c3)n2)cc1OC	-14	-0.17	nt	nt	23	10	-2	7	1

2 successive records from above, quoted:
SMILES	TNF death inh	KCC2 mod	Rad51 HR inh	hK5 inh	L929 necroptosis	Hck-Nef inh	thrombin 1536	FXIIa inh 1536	FXIa inh
CCOC(=O)c1c(NC(=O)C2C3C=CC(C3)C2C(=O)O)sc2c1CCC(CC)C2 (stereo not drawn)	1.2	-5.8*	3	0	-0.3	0	-8	4	3
O=C(CNC(=S)N(Cc1ccccc1)Cc1cccnc1)NCCN1CCOCC1	2.1	0.51	2	-5	0.2	13	-9	2	-1
